HEK293 NOD2/NF-kB: inhibition of NOD2-driven NF-kB reporter – cell-based, luminescence, uHTS, HEK293 (AID 1566); HEK293 NOD2/NF-kB luciferase reporter, luminescence; higher % means a stronger effect; inhibition, % at 4 µM, or EC50 in µM where a hit was titrated; hit rate 0.63% among 290,000; further: many of its hits are not listed in these tables
KOR beta-arrestin-1: kappa opioid receptor blockers – cell-based, luminescence, uHTS (AID 1778); hit rate 0.091% among 290,000; KOR beta-arrestin recruitment, luminescence, antagonist mode; higher % means a stronger effect; inhibition, % at 10 µM, or IC50 in µM where a hit was titrated; further: strong numbers were not always called active
GPR55 antagonists: GPR55 antagonists blocking LPI-driven arrestin recruitment, primary screen, imaging, U2OS, beta-arrestin-GFP, LPI agonist (AID 2013); U2OS GPR55 beta-arrestin-GFP translocation imaging, LPI antagonism; higher % means a stronger effect; hit rate 0.13% among 290,000; one-dose inhibition, % at 10 µM; IC50 in µM for titrated hits;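 active means spots per cell inhibited over 60%, with over 100 cells counted and total cytoplasm intensity under 500,000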;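 further: U2OS cells stably carrying GPR55 and arrestin-GFP stimulated by 5 µM LPI near EC80; imaged beta-arrestin-GFP aggregate spots per cell after agonist stimulation; plate controls were LPI-stimulated DMSO wells for no effect and DMSO wells without LPI for full effect; some results filed as inactive read as strong as hits; confirmed hits need IC50 under 10 µM and bright autofluorescent wells are also inconclusive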
T cell HTS: T cell immune modulators affecting CD8 T cell-vesicle binding; 2C CD8+ T cell-vesicle binding, flow cytometry; hits give low values; calls only at 7 µM; AID 2052; hit rate 0.068% among 330,000;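 active means response, share of CD8 T cells binding vesicles, and their 90th percentile fluorescence all below set limits, cut at about 80% in these data, passing the limit was not always enough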
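Benchmarks: naked versus QL9-loaded vesicles / Assay system: purified 2C TCR transgenic mouse naive CD8+ T cells / Technique: high-throughput flow cytometry with anti-B7-1 and anti-CD8 staining / Timing: Cell–vesicle co-incubation 1.5 h at 37 °C, staining 20 min on ice / Read-out: percent CD8+ FL2 mean versus row control / Probe or stimulus: QL9-loaded Drosophila micro-vesicles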
Myeloid diff MLP: compounds promoting myeloid differentiation | ER-HoxA9 myeloid progenitors, lysozyme-GFP differentiation, flow cytometry | calls only at 10 µM | hit rate 1% among 360,000;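 active means normalized GFP-positive differentiation at or above the plate's own cutoff, the solvent-only control mean plus 3 SD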;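 further: cells exposed to compound for four days before flow analysis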
KOR beta-arrestin-2: kappa opioid receptor activators – cell-based, luminescence, uHTS, primary screen (AID 1777); KOR beta-arrestin recruitment, luminescence; higher % means a stronger effect; one-dose activation, % at 10 µM; EC50 in µM for titrated hits; hit rate 0.02% among 280,000; in the data active means activation above about 50%, passing the limit was not always enough; further: a part of the inactive calls stands beside numbers as strong as those of hits
NTR1 ag: agonists of NTR1, primary screen, imaging, U2OS cells, beta-arrestin-GFP, high content (AID 493036) | NTR1-U2OS beta-arrestin-GFP spot imaging, agonist mode | activation, % at 20 µM | P30989 | hit rate 0.17% among 330,000;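 active means activation at or above 40% of the spot to cytoplasm intensity ratio, with at least 20 cells analyzed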;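 further: 0% = DMSO without peptide and 100% = 100 nM NTR1 peptide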
Target sequence (P30989 whole entry, looked up): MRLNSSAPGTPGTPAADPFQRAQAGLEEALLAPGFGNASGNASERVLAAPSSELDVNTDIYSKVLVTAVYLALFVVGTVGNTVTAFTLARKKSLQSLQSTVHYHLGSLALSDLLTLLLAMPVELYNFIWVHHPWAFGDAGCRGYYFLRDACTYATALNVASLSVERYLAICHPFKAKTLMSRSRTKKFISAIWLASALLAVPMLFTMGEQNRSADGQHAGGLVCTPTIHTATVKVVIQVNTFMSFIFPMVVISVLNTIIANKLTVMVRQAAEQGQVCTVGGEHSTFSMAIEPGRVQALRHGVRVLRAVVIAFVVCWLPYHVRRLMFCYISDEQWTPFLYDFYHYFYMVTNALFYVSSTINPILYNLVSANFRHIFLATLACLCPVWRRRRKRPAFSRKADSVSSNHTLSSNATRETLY
GPR55 beta-arrestin: selective activators of receptor GPR55 – imaging, U2OS cells, beta-arrestin-GFP redistribution, primary screen (AID 1961); U2OS GPR55 beta-arrestin-GFP redistribution imaging; higher % means a stronger effect; one-dose activation, % at 10 µM; EC50 in µM for titrated hits; hit rate 0.048% among 290,000;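 active means activation above 40% with more than 50 cells counted in the well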;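 further: U2OS osteosarcoma cells stably expressing GPR55 and beta-arrestin-GFP; plate controls were DMSO negative control for no effect and LPI positive control for full effect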
NOD1 inhibition: inhibition of NOD1-driven NF-kB reporter – cell-based, luminescence, uHTS, primary screen (AID 1578). NOD1-driven NF-kB luciferase reporter cells, luminescence; higher % means a stronger effect. inhibition, % at 4 µM; hits with a dose series show EC50 in µM. hit rate 1% among 290,000; in the data active means inhibition mostly above about 36%, no sharp cut-off; inactive means mostly below about 34%;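 further: HEK-293T reporter cells stimulated with the NOD1 agonist gamma-tri-DAP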
T cell HTS vesicle-bound %: further read-out of T cell HTS, marked with its call; double positive events, %; measured here: CD8+ vesicle-bound cell fraction;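 binding gate set so that unloaded-vesicle control wells show 10% double positive cells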
NTR1 ag cell count 20 µM: also measured in NTR1 ag; calls as there; cell count; measured here: cell count, cytotoxicity flag
Myeloid diff MLP GFP+ MAC1+ %: recorded beside Myeloid diff MLP, whose call it bears; GFP+ MAC1+ double positive, %; measured here: differentiation confirmed by MAC1 staining
The depositor's hits bear a star; i = inactive; · = not tested or not shown; + = active, no number; [ ] = dose if it differs, or a comment. Unless noted, no stated cut-off is given here; in the data, active means inhibition above about 50%; inactive means the rest.

SMILES | HEK293 NOD2/NF-kB | KOR beta-arrestin-1 | GPR55 antagonists | T cell HTS | T cell HTS vesicle-bound % | Myeloid diff MLP | Myeloid diff MLP GFP+ MAC1+ % | KOR beta-arrestin-2 | NTR1 ag | NTR1 ag cell count 20 µM | GPR55 beta-arrestin | NOD1 inhibition
Cc1ccc(-c2csc(N=C(N)N)n2)c(C)c1 | -6% | -31% | 12% | i | 32 | i | 0.4 | 15% | 0.7 | 58 | -0.2% | -6%
CN1CCCN(C(=O)CC2(CC(=O)O)CCCC2)CC1 | 9% | 15% | 12% | i | 67 | i | 0.7 | 1.1% | -0.1 | 60 | 0.6% | -28%
COc1ccc(N2CCN(CCNC(=O)c3ccc4c(c3)[nH]c(=S)n3c5ccccc5nc43)CC2)cc1 | -42% | 11% | 5% | i | 33 | i | 0.3 | -1.7% | 0.0 | 61 | -0.2% | -22%
O=C(O)C1=C[C@H](c2csc3ccccc23)C[C@H](OCc2ccc(CO)cc2)O1 | 8% | -1% | 8% | · | · | i | 1.9 | 1.2% | 2.6 | 51 | 0.6% | -28%
O=C(CSc1nnc(Cn2nnc3ccccc32)o1)N(Cc1ccc(F)cc1)c1ccccc1 | 42% | -1% | 13% | i | 46 | i | 13 | -1.9% | 4.6 | 64 | -0.1% | 37%
COc1ccc(-n2c(-c3cccc(OC)c3)nc(=S)c3c2CCCC3)cc1 | 23% | 11% | 0% | i | 7 | i | 4.7 | 8.7% | -0.6 | 51 | -0.1% | 4%
COc1cc(/C=N/N=C2/C(=O)Nc3ccccc32)ccc1O | -104% | -19% | -7% | i | 38 | i | 0.4 | -3.7% | -1.2 | 48 | -0.3% | -31%
Cc1[nH]c2ccccc2c1/C=N/NC(=O)c1cccc(F)c1 | -4% | -21%[20 µM] | -2% | i | 5 | i | 0.4 | 3.9% | 1.1 | 34 | 0.0% | -30%
CCN(c1ccccc1)S(=O)(=O)c1ccc(N)c(OC)c1 | -4% | -24% | -32% | i | 19 | i | 0.4 | 6.9% | -0.2 | 68 | 0.0% | 37%
Cn1c(N)c(C(=O)COC(=O)CCc2ccccc2)c(=O)n(C)c1=O | 20% | -16% | 12% | i | 28 | + | 10* | -0.3% | 0.4 | 67 | 0.5% | -5%
O=C(Nc1nc2ccccc2n1CCN1CCCCC1)c1ccc(Cl)cc1 | 1% | · | 6% | i | 52 | · | · | · | 6.8 | 74 | 0.2% | 17%
C[C@H]1C[C@H]2[C@@H]3CCC4=CC(=O)C=C[C@]4(C)[C@@]3(Cl)[C@@H](O)C[C@]2(C)[C@@]1(O)C(=O)CO | 10% | 13% | 7% | i | 29 | i | 14 | 0.9% | 0.3 | 51 | 0.2% | -12%
Cc1nnc(SC(C)C(=O)Nc2ccc(S(=O)(=O)N3CCCCC3)cc2)s1 (stereo unspecified) | 12% | 13% | 11% | i | 60 | i | 0.4 | 18% | -0.5 | 48 | 0.3% | 13%
O=C(NCc1ccco1)C(C(=O)c1ccc(F)cc1)n1ccccc1=O (stereo unspecified) | 8% | -16% | -18% | i | 44 | i | 1.1 | 0.6% | 1.4 | 78 | -0.1% | -10%
CCOC(=O)C1CCCN(C(=O)CN2C(=O)c3ccccc3C2=O)C1 (stereo unspecified) | -8% | -7% | -5% | i | 52 | i | 2.5 | -1.2% | -0.7 | 72 | -0.2% | -16%
COc1ccccc1NC(CC(=O)c1ccccc1)C(=O)OCC(=O)c1ccc(Br)cc1 (stereo unspecified) | -80% | 20% | 3% | i | 15 | i | 1.4 | -3.4% | 0.3 | 59 | -0.3% | -40%
COc1cc(OC)cc(C(=O)NCCNC(=O)c2ccco2)c1 | 8% | 9% | 0% | i | 3 | i | 0.5 | -12% | 1.2 | 49 | 0.4% | -16%
CC(=O)NC1CCN(C(=O)N2CCCC2)CC1 | 2% | -12% | -5% | i | 39 | i | 0.5 | -0.5% | 0.2 | 71 | 0.2% | -11%
NC(=O)c1sc2nc(N3CCCCC3)c3c(c2c1N)CCCC3 | 6% | -27% | -4% | i | 17 | i | 0.3 | 56% | 7.4 | 79 | -0.2% | -8%
COC(=O)Cc1c(C)c2ccc(OCC(=O)N3CCC(C)CC3)c(C)c2oc1=O | 12% | 19% | 14% | i | 9 | i | 0.8 | -5.2% | 1.9 | 57 | 0.0% | 2%
COc1ccc(Cn2nnc3c(=O)[nH]c(C(=O)NCCc4ccc(F)cc4)nc32)cc1OC | -21% | 7% | -9% | i | 44 | i | 2.8 | -2.9% | 0.8 | 60 | -0.3% | -11%
Cc1cc(NC(=S)N(CCN2CCOCC2)Cc2ccccc2F)ccc1Cl | 8% | 11% | 17% | i | 6 | i | 0.8 | -3.4% | -0.5 | 51 | -0.6% | -7%
O=S(=O)(c1ccccc1)N1CCC(N2CCN(c3ccccc3)CC2)CC1 | -32% | -26% | -4% | · | · | · | · | -3.5% | · | · | 0.2% | -17%
CCOCC(=O)Nc1cc(C(=O)Nc2cccc(C)c2C)ccc1Cl | -15% | -4% | 2% | i | 40 | i | 2.3 | 5.0% | -0.7 | 53 | -0.1% | 31%
CCn1c(NCc2ccccn2)nc2c1c(=O)n(C)c(=O)n2C | 4% | -4% | 13% | i | 43 | i | 1.7 | -6.3% | 0.1 | 75 | 0.0% | -24%
O=C1CC(C(F)(F)C(F)(F)C(F)(F)F)=Nc2ccccc2N1 | 14% | -14% | 0% | i | 8 | i | 1.2 | -3.4% | -1.3 | 65 | 0.9% | -12%
O=C(c1cccc(N2C(=O)C3C4C=CC(C4)C3C2=O)c1)N1CCN(c2ccc(F)cc2)CC1 (stereo unspecified) | 16% | -2% | 8% | i | 7 | i | 0.9 | -2.0% | -1.5 | 73 | -0.3% | -8%
CCCNC(=O)c1ccc2c(c1)S(=O)(=O)c1ccccc1C2=O | 7% | -14% | 2% | i | 26 | · | · | 6.3% | 3.8 | 50 | -0.1% | -30%
COc1ccc(NC(=O)c2sc3nc(N4CCOCC4)c4c(c3c2N)CC(C)(C)OC4)c(OC)c1 | 30% | 6% | 4% | i | 35 | i | 5.9 | -2.6% | 6.0 | 76 | -0.2% | -47%
COc1ccc(NC(=O)CN2C(=O)CSc3ccc(S(=O)(=O)N4CCCC4)cc32)cc1OC | 20% | -12% | 7% | i | 19 | i | 3.5 | -6.5% | -0.6 | 59 | -0.1% | -11%
CCOC(=O)c1[nH]c2ccc(OC)cc2c1NC(=O)CCN1CCN(Cc2ccccc2)CC1 | -1% | 5% | 12% | i | 8 | i | 0.9 | -2.2% | -0.5 | 64 | 1.0% | -9%
CC1=CC(C)C2C(=O)N(c3ccccc3)C(=O)C2C1 (stereo unspecified) | -1% | -19% | -6% | i | 10 | i | 1.7 | 3.3% | 0.1 | 56 | 0.3% | -14%
CN(CC(=O)Nc1ccccc1Cl)C(=O)COC(=O)c1ccc(Cl)cc1[N+](=O)[O-] | 1% | 8% | 0% | i | 12 | i | 5.3 | -2.8% | 0.1 | 59 | 0.0% | -30%
CS(=O)(=O)N(CCc1ccccc1)CC(=O)Nc1ccc(OCc2ccccc2)cc1 | 10% | -3% | 3% | i | 38 | i | 1.2 | 0.2% | 2.6 | 44 | -0.1% | 36%
CCOC(=O)c1c(-c2ccccc2)oc2ccc(OC)cc12 | 11% | 18% | 8% | i | 29 | i | 0.6 | -0.1% | 6.5 | 50 | -0.1% | 0%
CCC1CCc2c(sc3ncnc(N4CCOCC4)c23)C1 (stereo unspecified) | 16% | -23% | -10% | i | 53 | i | 0.7 | 4.9% | 1.2 | 51 | -0.1% | 26%
Cc1ccc2[nH]c3c(c2c1)CN(C(=O)CN1CCCCC1)CC3 | 17% | 2% | 7% | i | 21 | · | · | 0.8% | 0.4 | 49 | 2.3% | 0%
CC(=O)Nc1ccc(S(=O)(=O)NNC(=O)C2CCCCC2)cc1 | 13% | 19% | 0% | i | 64 | i | 0.0 | -0.9% | -0.5 | 56 | -0.2% | -15%
CCOC(=O)C1CCCN(C(=O)c2cc3nc(-c4ccc5c(c4)OCO5)cc(C(F)(F)F)n3n2)C1 (stereo unspecified) | 19% | -2% | -8% | i | 5 | i | 11 | -3.0% | 12 | 71 | -0.2% | 28%
O=C1OCC2=C1C(c1ccccc1)CC(=O)N2c1ccccc1 (stereo unspecified) | -1% | 7% | -7% | i | 58 | i | 0.5 | 0.3% | -0.7 | 69 | 0.0% | -30%
N#Cc1c(-c2ccccc2Cl)c2c([nH]c1=O)-c1ccccc1OC2 | 11% | -16% | 8% | i | 28 | i | 0.0 | 1.4% | 1.1 | 51 | 0.3% | -14%
COc1ccc(-c2ccc(/C=N/NC(=O)c3cccnc3)o2)c([N+](=O)[O-])c1 | -16% | -48% | -1% | · | · | + | · | -1.3% | · | · | -0.3% | 0%
CCOC(=O)COc1ccc(CCNC(C)=O)cc1 | -4% | 22% | 13% | i | 8 | i | 6.7 | -1.0% | -2.0 | 64 | 0.5% | -12%
Cc1cccc(NCc2nc(SCC(=O)Nc3ccccc3Br)n[nH]2)c1 | 14% | -26%[20 µM] | 0% | i | 48 | i | 0.4 | -3.9% | 2.1 | 51 | -0.2% | -17%
O=C(CN(Cc1ccccc1)S(=O)(=O)c1ccc(F)cc1)NCc1ccccn1 | -5% | 21% | 3% | i | 22 | i | 1.0 | 2.1% | 2.7 | 46 | -0.2% | -7%
CCOc1cc2c(cc1OCC)C(c1ccc(C(=O)O)cc1)NCC2 (stereo unspecified) | 2% | 9% | 5% | i | 16 | i | 0.4 | 14% | -1.6 | 84 | -0.2% | 4%
CS(=O)(=O)Nc1cccc(-c2cnc3ccccc3n2)c1 | -68% | -41% | -14% | i | 41 | i | 0.2 | 1.2% | -1.1 | 81 | 0.0% | -16%

An excerpt, so the mix of outcomes need not match the whole.
